HCMV inh = inhibitors of human cytomegalovirus. activity change, negative = inhibition, % at 57.5 µM. HFF cells, HCMV-luciferase reporter, 72 h; hits give low values. 4.5% of 410,000 active. AID 1259415; in the data active = activity change below about -60%; inconclusive = no clear call, values can overlap the other calls; inactive = above about -39%
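After 16 h attachment at 37C, HFF cells received test compound and HCMV-luciferase (1 PFU/cell); reporter luminescence read 72 h later, data normalized against buffer-only and known inhibitor Salinomycin.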
AMA1 RON2 block = AMA1-RON2 (P. falciparum) interaction inhibition. Potency, µM (highest dose often 58.2 µM), inactives show at the top dose activity change, negative = inhibition, most hits filed as inhibitors. AlphaScreen AMA1-biotinylated RON2 peptide binding. AID 720542. 0.2% of 360,000 active; active = well fitted inhibition curve with a large enough effect; inconclusive = small, poorly fitted or top-dose-only effect; inactive = no such curve, though single readings can be large or run the other way;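 note: potency is the fitted concentration of half-maximal effect; 0% = vehicle wells and -100% = peptide control; nearly all actives have a fitted effect of over 45% in size; some results filed as inactive show a strong effect at the top dose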
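AMA1 (3D7) with his tag at 25 nM final met compounds first, then biotinylated RON2 peptide at 25 nM; detection used donor plus acceptor beads, 10 µg/mL apiece, read by AlphaScreen after 30 min at room temperature.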
The depositor's hits bear a star; & = joins results of further samples; [ ] = dose if it differs, or a comment. Unless noted, % is set by controls: 0 for no effect and ±100 for the full control effect.

What do the screens show for `Cc1ccccc1C(C)(O)c1cnc(C)n1Cc1ccccc1` (stereo unspecified)?
HCMV inh: -15.1; AMA1 RON2 block: 0.8%

What do the screens show for `O=C1C=C(OCCCl)CC(c2cccc(Cl)c2)O1` (stereo unspecified)?
HCMV inh: -12.6; AMA1 RON2 block: -1.7%

How did CC(=O)NCCNC(=O)C1Cc2c(-c3cccc(NC(C)=O)c3)ccnc2O1 (stereo unspecified) do in these assays?
HCMV inh: 0.6; AMA1 RON2 block: -2.7%

Results for CCOc1ccccc1NC(=O)CCNC(=O)N1CC(=O)Nc2ccccc21 ?
HCMV inh: -0.4; AMA1 RON2 block: -7.0%

How did COc1ccc(S(=O)(=O)N2CCC(C(=O)NCCC(=O)NCc3cccnc3)CC2)cc1 do in these assays?
HCMV inh: -11.6; AMA1 RON2 block: 0.0%

Results for COc1ccc(OC)c(NC(=O)c2cc(-c3ccc(F)cc3OC(C)C)n[nH]2)c1 ?
HCMV inh: -19.5; AMA1 RON2 block: -28.2%

Results for CCc1oc(-c2ccc(OC)cc2)c(C(=O)OCCCCCO)c1C(C)OCCO (stereo unspecified) ?
HCMV inh: 4.2; AMA1 RON2 block: -4.1%

Results for O=C(Nc1ccccc1C(=O)Nc1nccs1)c1ccccc1 ?
HCMV inh: -29.4; AMA1 RON2 block: 99.0%[activator]

How did CCOC(=O)[C@]12CCCC=C1N(Cc1ccccc1)C(=O)[C@H](CC(=O)NCc1cccc3ccccc13)C2 do in these assays?
HCMV inh: 19.6; AMA1 RON2 block: -17.6%

How did CCOC(=O)C1CCCN(C(=O)c2cccs2)CC1 (stereo unspecified) do in these assays?
HCMV inh: -15.6; AMA1 RON2 block: -8.8%

Results for CC(=O)O[C@@H](Cc1ccc(O)cc1)C(=O)CC(C)C ?
HCMV inh: 7.4; AMA1 RON2 block: 1.0%

How did c1ccc(OCCNc2nc(NCC3CC3)nc3cc(-c4ccccc4)sc23)cc1 do in these assays?
HCMV inh: inconclusive; AMA1 RON2 block: -3.1%

How did O=C(NCCN1CCC(n2c(=O)[nH]c3ccccc32)CC1)c1cccs1 do in these assays?
HCMV inh: -16.9; AMA1 RON2 block: -8.3%

How did Cc1ccc2c(CN(Cc3ccccc3)Cc3ccccc3)cc(=O)oc2c1 do in these assays?
HCMV inh: -0.2; AMA1 RON2 block: 8.2%

What do the screens show for `CCOC(=O)[C@]12CCC=C1N(Cc1ccco1)C(=O)[C@H](CC(=O)N1CCOCC1)C2`?
HCMV inh: 40.5; AMA1 RON2 block: 2.4%

Continued; the last 7 above are carried over.
How did CCOC(=O)[C@]12CCCC=C1N(Cc1ccccc1)C(=O)[C@H](CC(=O)NCc1cccc3ccccc13)C2 do in these assays?
HCMV inh: 19.6; AMA1 RON2 block: -17.6%

How did CCOC(=O)C1CCCN(C(=O)c2cccs2)CC1 (stereo unspecified) do in these assays?
HCMV inh: -15.6; AMA1 RON2 block: -8.8%

Results for CC(=O)O[C@@H](Cc1ccc(O)cc1)C(=O)CC(C)C ?
HCMV inh: 7.4; AMA1 RON2 block: 1.0%

How did c1ccc(OCCNc2nc(NCC3CC3)nc3cc(-c4ccccc4)sc23)cc1 do in these assays?
HCMV inh: inconclusive; AMA1 RON2 block: -3.1%

How did O=C(NCCN1CCC(n2c(=O)[nH]c3ccccc32)CC1)c1cccs1 do in these assays?
HCMV inh: -16.9; AMA1 RON2 block: -8.3%

How did Cc1ccc2c(CN(Cc3ccccc3)Cc3ccccc3)cc(=O)oc2c1 do in these assays?
HCMV inh: -0.2; AMA1 RON2 block: 8.2%

What do the screens show for `CCOC(=O)[C@]12CCC=C1N(Cc1ccco1)C(=O)[C@H](CC(=O)N1CCOCC1)C2`?
HCMV inh: 40.5; AMA1 RON2 block: 2.4%

What do the screens show for `Cc1cccc(C)c1NC(=O)C1(C)CCC(=O)N1C1CCN(Cc2ccccc2)CC1` (stereo unspecified)?
HCMV inh: -3.8; AMA1 RON2 block: 8.8%

What do the screens show for `CC(C)C[C@@H](CN1CCC[C@H]1CN1C(=O)C(=O)NC[C@@H]1Cc1ccc(O)cc1)N1C[C@H](Cc2ccc(O)cc2)N(CC2CCCCCC2)C(=O)C1=O`?
HCMV inh: -10.3; AMA1 RON2 block: -9.6%

What do the screens show for `O=C(/C=C/c1ccccc1[N+](=O)[O-])OCC(=O)N1CCN(c2ccccc2)CC1`?
HCMV inh: -18.2; AMA1 RON2 block: -12.6%

What do the screens show for `Cc1ccsc1C(=O)N1CCC1(C)C(=O)NCc1cccc2ccccc12` (stereo unspecified)?
HCMV inh: inconclusive; AMA1 RON2 block: -3.2%

How did COc1ccc(Cl)c(-c2cc(C(=O)Nc3ccc(C)c(NS(C)(=O)=O)c3)[nH]n2)c1 do in these assays?
HCMV inh: -39.9; AMA1 RON2 block: -8.1%

What do the screens show for `CN(C)C(=O)c1cccc(-c2cnc3c(NC=O)cc(-c4cccc(C(F)(F)F)c4)cn23)c1`?
HCMV inh: inconclusive; AMA1 RON2 block: 15.8%

What do the screens show for `O=C(C[C@H]1CC[C@@H]2[C@H](COC[C@H](O)CN2Cc2cccc(F)c2)O1)NCc1cccc(F)c1`?
HCMV inh: 9.3; AMA1 RON2 block: 5.8%

Results for C=CCOC(=O)Nc1nc(CCNC(=O)OCc2ccccc2)c(C(=O)O)s1 ?
HCMV inh: 1.7; AMA1 RON2 block: 2.8%

How did COc1ccc(S(=O)(=O)N2CCCOC2CNC(=O)C(=O)NCCO)cc1 (stereo unspecified) do in these assays?
HCMV inh: -15.5; AMA1 RON2 block: -3.0%

How did O=C(Cn1ccc(=O)[nH]c1=O)Nc1nccs1 do in these assays?
HCMV inh: -32.7; AMA1 RON2 block: -4.4%

How did O=C(O)C(CCc1ccccc1)N1CCOCC1 (stereo unspecified) do in these assays?
HCMV inh: -32.8; AMA1 RON2 block: -10.1%

What do the screens show for `O=C(NCc1cccs1)C1Cc2c(-c3ccc(Cl)cc3)ccnc2O1` (stereo unspecified)?
HCMV inh: inconclusive; AMA1 RON2 block: 2.1%

How did COC(=O)[C@]12CCCCC=C1N(Cc1ccco1)C(=O)[C@H](CC(=O)NCCCCc1ccccc1)C2 do in these assays?
HCMV inh: 42.9; AMA1 RON2 block: -6.9%

How did Cc1cc(NC(=O)CSCC(=O)OCC(=O)c2ccc(Br)cc2)no1 do in these assays?
HCMV inh: 9.9; AMA1 RON2 block: -1.9%

What do the screens show for `O=C1OC2C(O)COC23OC(O)CCC13O` (stereo unspecified)?
HCMV inh: -16.1; AMA1 RON2 block: 6.0%

How did O=C(C[C@H]1CC[C@@H]2[C@H](COC[C@@H](O)CN2Cc2ccc(Cl)cc2)O1)NCCc1ccccc1 do in these assays?
HCMV inh: -10.9; AMA1 RON2 block: 2.4%

What do the screens show for `O=C(Nc1ccc2c(c1)OCCO2)C(C1CC1)N1CCN(c2ccc(F)cc2)CC1` (stereo unspecified)?
HCMV inh: 10.3; AMA1 RON2 block: -4.3%

Results for Cc1cc(NC(=O)c2ccc3sc([C@@H]4O[C@H](CO)[C@H](O)[C@H](O)[C@H]4O)nc3c2)n(C)n1 ?
HCMV inh: 0.8; AMA1 RON2 block: -3.5%

Results for C[C@H]1CN([C@@H](C)CO)C(=O)c2cc(Br)cnc2O[C@@H]1CN(C)C(=O)Nc1ccc(C(F)(F)F)cc1 ?
HCMV inh: 21.8; AMA1 RON2 block: 2.8%

How did COc1cc(C=CC(=O)c2ccccc2)cc(OC)c1OC do in these assays?
HCMV inh: 3.6; AMA1 RON2 block: 8.1%

What do the screens show for `COc1ccc(N2CCN(C(=O)c3ccc(CS(=O)c4cccc(Cl)c4)o3)CC2)cc1` (stereo unspecified)?
HCMV inh: -73.1*; AMA1 RON2 block: -11.6%

Results for CC(=O)C1=CCC(c2ccccc2)N(S(=O)(=O)c2ccccc2C)C1 (stereo unspecified) ?
HCMV inh: -13.0&-14.0; AMA1 RON2 block: 19.3%&-1.6%

What do the screens show for `C[C@@H]1CN([C@@H](C)CO)C(=O)c2c(c3ccccc3n2C)-c2ccccc2CO[C@H]1CN(C)S(=O)(=O)c1ccc(C(F)(F)F)cc1`?
HCMV inh: 3.5; AMA1 RON2 block: 18.9%

What do the screens show for `COC(=O)[C@]12CCCCC=C1N(CCc1ccc(OC)c(OC)c1)C(=O)[C@H](CC(=O)NCc1ccccc1)C2`?
HCMV inh: 4.1; AMA1 RON2 block: -7.1%

Results for CC(=O)C(Cc1ccccc1)NC(=O)COC(=O)c1cc(S(=O)(=O)N2CCOCC2)ccc1F (stereo unspecified) ?
HCMV inh: 10.4; AMA1 RON2 block: -9.6%

How did Cn1ccc2c(-c3ccc(C(F)(F)F)cc3)cc3c(c21)C1CCC3C1 (stereo unspecified) do in these assays?
HCMV inh: -6.4; AMA1 RON2 block: -0.5%

What do the screens show for `COc1cccc(/C=C/C(=O)OCC(=O)NC2CCCC2)c1`?
HCMV inh: 24.0; AMA1 RON2 block: 7.9%

Results for COc1ccccc1NC(=O)COC(=O)c1c(NC(C)=O)sc(C)c1C ?
HCMV inh: 18.7; AMA1 RON2 block: -2.7%

Results for COc1cc(OC)cc(-c2c(Sc3ccccc3)c3cc(-c4ccc(SC)cc4)ccc3n2C)c1 ?
HCMV inh: 25.6; AMA1 RON2 block: 13.0%

How did COc1ccc(-n2nnnc2C(c2cccc(OC)c2OC)N2CCN(C/C=C/c3ccccc3)CC2)cc1 (stereo unspecified) do in these assays?
HCMV inh: 7.2; AMA1 RON2 block: -23.5%

Results for O=c1cc(CN2CCN(c3ccccc3F)CC2)c2c(ccc3ccccc32)o1 ?
HCMV inh: -0.6; AMA1 RON2 block: 3.9%

Results for CC=CCn1c(SCc2ccccc2)nc2c1c(=O)[nH]c(=O)n2C ?
HCMV inh: 10.7; AMA1 RON2 block: 6.9%

What do the screens show for `COc1cccc(OC)c1C(=O)N1CCN(Cc2ccccc2F)CC1`?
HCMV inh: 19.7; AMA1 RON2 block: -2.7%

How did CCNC(=O)C1(C)CCCN(Cc2cc(-c3ccccc3)n(C)n2)C1 (stereo unspecified) do in these assays?
HCMV inh: 18.4; AMA1 RON2 block: 4.2%

Results for CC(=O)N1CCN(C(=O)OC2CC3CC2[C@H]2CCCCN2C3=O)CC1 (stereo partly specified) ?
HCMV inh: 12.0; AMA1 RON2 block: 0.0%

How did COC(=O)C1=CN(c2cccc(OCc3ccccc3)c2)C(N)=C(C#N)C1c1cccc(F)c1 (stereo unspecified) do in these assays?
HCMV inh: 4.0; AMA1 RON2 block: -5.9%

How did CNc1ncnc2c1ncn2[C@H]1CN(Cc2ccco2)C[C@@H](CO)O1 do in these assays?
HCMV inh: -25.8; AMA1 RON2 block: -2.1%

What do the screens show for `CC(C)NC(=O)c1ccc2sc([C@H]3C[C@H](O)[C@@H](CO)O3)nc2c1`?
HCMV inh: 13.5; AMA1 RON2 block: 12.2%

How did CC(=O)c1ccc(Nc2nc(C(N)c3ccccc3)cs2)cc1 (stereo unspecified) do in these assays?
HCMV inh: 92.7; AMA1 RON2 block: 66.8%[activator]

Results for CC(C)Nc1ncnc2c1ncn2[C@H]1CN(Cc2cccnc2)C[C@@H](CO)O1 ?
HCMV inh: 2.0; AMA1 RON2 block: 11.5%

Results for CC1CCN(S(=O)(=O)c2cc(C(=O)N3CCN(c4ccccc4)CC3)ccc2Br)CC1 ?
HCMV inh: -76.1*; AMA1 RON2 block: -24.1%

Results for COc1ccc(C(=O)NC2=NCCS2)cc1S(=O)(=O)N1CCOCC1 ?
HCMV inh: 5.7; AMA1 RON2 block: -0.7%

Results for CC1(C(=O)NS(=O)(=O)c2ccc(Cl)cc2)CCN1C(=O)Cc1ccccc1 (stereo unspecified) ?
HCMV inh: -6.9; AMA1 RON2 block: -0.4%

How did CCCCN1C(=O)C(CC(=O)NCc2cccc3ccccc23)CC(C(=O)N(C)C)=C1C (stereo unspecified) do in these assays?
HCMV inh: 7.8; AMA1 RON2 block: 4.3%

How did CC(=O)Nc1cc(-c2cccc(CO)c2)cn2c(-c3ccc(F)cc3)cnc12 do in these assays?
HCMV inh: -19.0; AMA1 RON2 block: -6.0%

Results for CCN(Cc1ccccc1)c1cc2c(c3c1ccn3C)C1CCC2C1 (stereo unspecified) ?
HCMV inh: 21.3; AMA1 RON2 block: 20µM*

How did CCCc1c(C(=O)N/N=C(\C)c2cccnc2)nnn1-c1nonc1N do in these assays?
HCMV inh: inconclusive; AMA1 RON2 block: 18.2%

Results for Cc1cccc(N(CC(=O)NCc2ccco2)S(=O)(=O)c2ccccc2)c1 ?
HCMV inh: -28.1; AMA1 RON2 block: -2.0%

Results for O=C(c1ccoc1)N1CCN(c2cc(-c3cccc(F)c3)nc3cc(-c4cccc(Cl)c4)nn23)CC1 ?
HCMV inh: -82.3*; AMA1 RON2 block: 10.7%

Results for CCCCN(C=O)c1c(CC)nc2ccc(C(=O)NCCCN3CCCC3=O)cn12 ?
HCMV inh: 8.8; AMA1 RON2 block: 6.4%

This is a subset; count on the stated rates, not on these rows.
